# aGlu spleen mod: lysosomal alpha-glucosidase (human) modulation. human spleen homogenate, 4-MU-alpha-glucoside fluorescence. AID 2112. 0.006% of 240,000 active. P10253. Potency, µM (titrated, usually from 79.9 µM), for inactives: top-dose activity change, negative = inhibition, actives largely listed as inhibitors;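 further: potency means the concentration at half of the fitted maximal effect; 0% = enzyme with vehicle and -100% = no enzyme basal signal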
#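 Compounds were titrated against alpha-glucosidase in spleen homogenate at pH 5.0, with 1 mM 4-methylumbelliferyl substrate for 40 min at 37 C. Reactions were quenched with pH 10 NaOH/glycine and fluorescence measured.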
# CBFb-RUNX1 inh: CBF-beta/RUNX1 interaction disruption; AlphaScreen CBFb-His/RUNX1-biotin binding, biochemical; Potency, µM (doses to about 59.8 µM), for the others: at the highest dose activity, negative = inhibition, hits mostly inhibitors; 230,000 tested, under 10 active; further: % of control where 0% means no effect
# Target sequence (Q01196 whole entry, looked up): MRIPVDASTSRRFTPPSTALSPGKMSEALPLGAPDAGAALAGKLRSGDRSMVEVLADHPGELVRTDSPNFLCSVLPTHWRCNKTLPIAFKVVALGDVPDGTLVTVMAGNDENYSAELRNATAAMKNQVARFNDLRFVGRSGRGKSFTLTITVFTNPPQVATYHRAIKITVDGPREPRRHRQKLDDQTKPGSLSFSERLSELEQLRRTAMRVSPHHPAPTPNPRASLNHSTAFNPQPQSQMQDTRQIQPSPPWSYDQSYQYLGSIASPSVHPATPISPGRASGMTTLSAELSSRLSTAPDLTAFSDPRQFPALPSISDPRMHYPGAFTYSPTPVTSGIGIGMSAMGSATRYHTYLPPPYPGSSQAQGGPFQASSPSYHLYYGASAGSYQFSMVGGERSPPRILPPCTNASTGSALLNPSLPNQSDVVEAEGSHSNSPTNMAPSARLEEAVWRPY
# Target sequence (Q13951 whole entry, looked up): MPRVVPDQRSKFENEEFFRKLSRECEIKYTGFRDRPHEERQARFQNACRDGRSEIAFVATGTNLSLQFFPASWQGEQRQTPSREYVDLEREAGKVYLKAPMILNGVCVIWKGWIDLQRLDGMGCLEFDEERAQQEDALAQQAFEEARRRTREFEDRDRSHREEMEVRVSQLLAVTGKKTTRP
#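 Room-temperature protein-protein interaction test with 30 nM each of His-tagged CBF-beta and biotinylated RUNX1, 15 min with compound, then 90 min with nickel plus streptavidin beads. Signal read in AlphaScreen mode.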
# HttQ103 aggreg: mutant huntingtin aggregation inhibition. PC12 HttQ103-GFP aggregates, Acumen cytometry, 40 h. Potency, µM (titrated, usually from 46.1 µM), for the others: top-dose activity change, negative = inhibition, usual class: inhibitors. 1.1% of 220,000 active; further: potency means the concentration at half of the fitted maximal effect; on the % scale 0 is the no-effect control and ±100 the full control effect; nearly all actives have a fitted effect of over 60% in size
#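 Multiplexed with ATP-based cell death, this channel scores GFP aggregates in PC12 cells expressing inducible HTTex1-Q103-GFP. Induction used 100 nM tebufenozide; compounds were tested in concentration series.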
# HTT cytoprotect: Huntington cell model cytoprotection by ATP luminescence; Potency, µM (highest dose often 56.4 µM), without a hit: cytoprotection (ATP increase), actives largely listed as activators; 0.14% of 230,000 active; PC12 HTT-Q103 induced, cytoprotection, ATP luminescence, 40 h;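 further: potency means the concentration at half of the fitted maximal effect; % of control where 0% means no effect; nearly all actives have a fitted effect of over 45% in size; toxic huntingtin expression switched on by the ecdysone agonist tebufenozide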
#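 Readout: ATPlite luminescence (ATP level). Model: stable PC12, inducible Htt exon1 Q103-GFP. Inducer: tebufenozide, 100 nM final. Compounds: dose series. No G418 in medium.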
# GAA glycogen mod: GAA glycogen-cleavage inhibition or activation; recombinant GAA, glycogen substrate, Amplex Red glucose oxidase fluorescence; AID 2100; 0.38% of 300,000 active; Potency, µM (highest dose often 76.4 µM), for inactives: at the top dose activity change, negative = inhibition, usual class: inhibitors; P10253;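 further: potency means the concentration at half of the fitted maximal effect; 0% = full enzyme reaction and -100% = no-enzyme basal signal; the screen sought inhibitors and activators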
#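 Natural-substrate format: glycogen cleavage by 4 nM human enzyme, glucose read by Amplex Red coupling (Ex 573, Em 610 nm). Normalized to enzyme and no-enzyme controls.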
# LMNA splice mod: changes lamin A minigene splicing in HeLa cells | AID 1487 | HeLa LMNA splicing GFP/RFP minigene ratio, 48 h | 0.01% of 200,000 active | Potency, µM (highest dose often 46.1 µM), inactives show top-dose ratio change, negative = inhibition, actives largely listed as inhibitors; active means well fitted inhibition curve with a large enough effect in the signal ratio, with a control signal flat, not every such curve was filed as active; inconclusive means small, poorly fitted or top-dose-only effect, or effect the other way, or a change in a side signal; the % refers to the signal ratio; further: potency means the concentration at half of the fitted maximal effect; on the % scale 0 is the no-effect control and ±100 the full control effect
#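 S3 HeLa cells stably expressing lamin A-EGFP splicing minigene plus DsRed2, 600 cells/well, 48 h compound exposure at 37C. Laser-scanning cytometry; analysed as GFP (500-530 nm)/RFP (575-640 nm) total intensity ratio; 0.5% DMSO vehicle.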
# GAA inh: inhibitors of human lysosomal alpha-glucosidase; 0.005% of 200,000 active; P10253; purified human GAA, 4-MU-alpha-glucoside fluorescence; Potency, µM (top dose mostly 76.9 µM), without a hit: at the highest dose activity change, negative = inhibition, most hits filed as inhibitors; AID 1466;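 further: potency means the concentration at half of the fitted maximal effect; plate controls were uninhibited enzyme wells for no effect and no-enzyme background for full effect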
#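 Enzyme (4 nM final) mixed with compound (up to 77 uM), then 4-MU-alpha-D-pyranoside (400 uM final) added; 20 min at room temperature, pH 5.0. Reaction stopped at pH 10, fluorescence read, AC50 derived by Hill fit.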
# * = called active by the depositor; ? = inconclusive; . = no result given; & = joins results of further samples; [ ] = another dose, or the depositor's remark. Unless noted, the call rests on the fitted dose curve; in most records, active means well fitted curve in the direction sought with a large enough effect; inconclusive means small, poorly fitted or top-dose-only effect, or another doubt; inactive means no such curve, though single readings can be large; an effect the other way counts as inactive or inconclusive. Not a hit list (roughly 1.5% active in at least one column).
SMILES,aGlu spleen mod,CBFb-RUNX1 inh,HttQ103 aggreg,HTT cytoprotect,GAA glycogen mod,LMNA splice mod,GAA inh
C=CCN1C=C2C(=O)C(C)(OC(=O)c3cnc4ccccc4n3)C(=O)C=C2C=C1/C=C/COC (stereo not drawn),-3%[17.4 µM],0%[13.1 µM],.,-7%[10 µM],.,-8%[9.22 µM],.
Cc1cccc(OCC(=O)NCC(=O)N/N=C/c2ccc([N+](=O)[O-])cc2)c1,-5%,-4%,?,-3%,4%,.,-7%
CCOC(=O)Cc1csc(NC(=O)c2sc3nc4c(C)cc(C)cc4cc3c2N)n1,-5%,-24%,?,-17%[10 µM],2%,-26%,0%
COc1cc2oc(=O)c(Br)c(C)c2c(OC)c1OC,5%,1%,-14%,-7%,-1%,4%,0%
O=C(Cc1ccc(F)cc1)N/N=C/c1ccncc1,0%,-6%,27%,.,-1%,7%,-11%
COc1cc(/C=C2/SC(=O)NC2=O)ccc1Oc1ccc([N+](=O)[O-])cc1[N+](=O)[O-],3%,10%,25%[9.22 µM],-17%[10 µM],1%,.,.
CCC(C)C(NC(=O)c1ccccc1NC(=O)c1ccccc1)C(=O)O (stereo not drawn),-6%,7%,-17%[9.22 µM],-3%[10 µM],0%,.,.
COc1cccc(OCC(O)CN(CCO)Cc2ccccc2)c1 (stereo not drawn),-3%,3%,23%,-5%,-4%,10%,-14%
O=C(Nc1ccc(NC(=O)c2ccco2)nc1)c1ccco1,5%,3%,-16%,-199%[inhibitor],-25%,?,1%
CC(CN1CCOCC1)OC(=O)c1ccccc1Br (stereo not drawn),-5%,-6%,?,-2%[0.074 µM],-2%,3%,3%
CCc1c(C)nc2cc(-c3cc(OC)cc(OC)c3)nn2c1N1CCN(CCN2CCOCC2)CC1,-1%,1%,9%,-16%[10 µM],16%,4%,-4%
CCOc1ccc(N(CC(=O)Nc2nccs2)S(=O)(=O)c2c(C)[nH]c(=O)[nH]c2=O)cc1,-3%,10%,15%,-2%,0%,-16%[46 µM],-2%
COC(=O)c1scc(S(=O)(=O)c2ccccc2)c1N,0%,1%,-17%,-6%[10 µM],3%,7%[46 µM],2%
Cc1cccc(C(=O)Nc2oc(-c3ccccc3)cc2C#N)c1,1%,2%,3%,4%,-6%,7%,-6%
C=CCc1cc(Cl)ccc1OCCOCCN(C)C,8%,5%,4%,-91%[inhibitor],0%,?,7%
Cc1cc(C(=O)COC(=O)c2ccc(CO)cc2)c(C)n1CC1COc2ccccc2O1 (stereo not drawn),2%,6%,15%,-8%[10 µM],3%,-3%,-4%
Cc1cc(NC(=O)c2ccc(-c3ccccc3F)o2)no1,.,-6%,-18%,-39%[inhibitor],5%,.,-8%
O=C1NC(=S)N/C1=C\c1ccc(N2CCOCC2)cc1,-6%,-5%,17%,.,-12%,.,-14%
CCCn1nnc(NC(=O)c2ccc(Br)o2)n1,-2%,-1%,-4%,-8%,7%,-2%,0%
CCNC(=O)CC1SC(=Nc2cccc3ccccc23)N(C)C1=O (stereo not drawn),-2%,4%,10%,.,2%,?,-7%
Cc1cc(C)c(NC(=O)CSc2nnc(Cc3cccn3C)n2-c2ccc(F)cc2)c(C)c1,1%,-7%,0%,-24%,-3%,18%,-5%
O=C(Nc1ccccc1)c1[nH]ncc1[N+](=O)[O-],-4%,6%,11%,-6%,2%,-8%,7%
CC(O)CNc1cc(N)c([N+](=O)[O-])cc1[N+](=O)[O-] (stereo not drawn),-26%,-6%,-9%,28%[0.074 µM],9%,-16%,?
O=[N+]([O-])c1cnccc1Nc1ccccc1,2%,-4%,-6%[9.22 µM],16%,1%,1%,-6%

# Ordered by SMILES length (lowest first): 12 of the compounds above
SMILES,aGlu spleen mod,CBFb-RUNX1 inh,HttQ103 aggreg,HTT cytoprotect,GAA glycogen mod,LMNA splice mod,GAA inh
C=CCc1cc(Cl)ccc1OCCOCCN(C)C,8%,5%,4%,-91%[inhibitor],0%,?,7%
O=[N+]([O-])c1cnccc1Nc1ccccc1,2%,-4%,-6%[9.22 µM],16%,1%,1%,-6%
COC(=O)c1scc(S(=O)(=O)c2ccccc2)c1N,0%,1%,-17%,-6%[10 µM],3%,7%[46 µM],2%
Cc1cc(NC(=O)c2ccc(-c3ccccc3F)o2)no1,.,-6%,-18%,-39%[inhibitor],5%,.,-8%
O=C(Nc1ccccc1)c1[nH]ncc1[N+](=O)[O-],-4%,6%,11%,-6%,2%,-8%,7%
Cc1cccc(C(=O)Nc2oc(-c3ccccc3)cc2C#N)c1,1%,2%,3%,4%,-6%,7%,-6%
CCNC(=O)CC1SC(=Nc2cccc3ccccc23)N(C)C1=O (stereo not drawn),-2%,4%,10%,.,2%,?,-7%
CC(O)CNc1cc(N)c([N+](=O)[O-])cc1[N+](=O)[O-] (stereo not drawn),-26%,-6%,-9%,28%[0.074 µM],9%,-16%,?
Cc1cc(C(=O)COC(=O)c2ccc(CO)cc2)c(C)n1CC1COc2ccccc2O1 (stereo not drawn),2%,6%,15%,-8%[10 µM],3%,-3%,-4%
Cc1cc(C)c(NC(=O)CSc2nnc(Cc3cccn3C)n2-c2ccc(F)cc2)c(C)c1,1%,-7%,0%,-24%,-3%,18%,-5%
CCc1c(C)nc2cc(-c3cc(OC)cc(OC)c3)nn2c1N1CCN(CCN2CCOCC2)CC1,-1%,1%,9%,-16%[10 µM],16%,4%,-4%
CCOc1ccc(N(CC(=O)Nc2nccs2)S(=O)(=O)c2c(C)[nH]c(=O)[nH]c2=O)cc1,-3%,10%,15%,-2%,0%,-16%[46 µM],-2%

# The list goes on.
SMILES,aGlu spleen mod,CBFb-RUNX1 inh,HttQ103 aggreg,HTT cytoprotect,GAA glycogen mod,LMNA splice mod,GAA inh
Cc1cc(C)nc(N2CCCC(C(=O)NCc3ccccc3F)C2)n1 (stereo not drawn),7%,-1%,-15%[9.22 µM],1%[10 µM],0%,.,12%
CON(C)c1nc(OCC#N)nc(N(C)C)n1,-11%,-1%,-17%,12%[10 µM],-8%,-7%,-6%
NC(N)=NCCCCN=C(N)N,-1%,-11%,.,-24%,.,-11%&12%&-5%,.
CC(=O)OCN(C#N)c1nc(N(C)C)nc(N(C)C)n1,1%,1%,11%,-20%,-10%,2%,5%
COc1ccc(Cc2nnc(NC(=O)CSc3ccc(C)cc3)s2)cc1OC,6%,7%,21%,9%,4%,27%,-7%
C=C1c2cc(CC)ccc2NC(=O)N1c1ccc(C)cc1,2%,5%,-13%,-16%,-4%,-12%,-2%
CCCN1C(=O)C(O)(C/C(C)=N/O)c2ccccc21 (stereo not drawn),-4%,-1%,5%,-5%,-3%,-1%,-9%
CCN1C(=O)CC(C(=O)OC)=C1C,-5%,5%,6%,11%,-3%,21%[46 µM],5%
Cc1ccc(OCC(=O)Nc2cccc(S(=O)(=O)N3CCCCC3)c2)c([N+](=O)[O-])n1,-6%,-10%,18%,12%[1.9 µM],-14%,?,-13%
Clc1cccc(OCCN2CCOCC2)c1,-2%,3%,-8%,6%[10 µM],11%,5%,2%
CCCOc1ccc(S(=O)(=O)NCCN2CCOCC2)c2ccccc12,7%,1%,4%,-10%,5%,-6%,-7%
O=[N+]([O-])c1cc(/C=N/O)ccc1SCc1ccccc1,-6%,-6%,12%,-27%,5%,8%,1%

# Compound profiles, from the list above. Order of screens: aGlu spleen mod | CBFb-RUNX1 inh | HttQ103 aggreg | HTT cytoprotect | GAA glycogen mod | LMNA splice mod | GAA inh
# Shown for C=C1c2cc(CC)ccc2NC(=O)N1c1ccc(C)cc1 → 2% | 5% | -13% | -16% | -4% | -12% | -2%
# Shown for COc1ccc(Cc2nnc(NC(=O)CSc3ccc(C)cc3)s2)cc1OC → 6% | 7% | 21% | 9% | 4% | 27% | -7%

# The list continues:
SMILES,aGlu spleen mod,CBFb-RUNX1 inh,HttQ103 aggreg,HTT cytoprotect,GAA glycogen mod,LMNA splice mod,GAA inh
CCOC(=O)c1sc2nc(C)cc(C)c2c1N,13%,16%,-21%,1%[1.9 µM],-11%,-2%,?
CN1c2ccccc2C(=O)NC1c1ccc([N+](=O)[O-])s1 (stereo not drawn),7%,5%,-7%[9.22 µM],17%[10 µM],2%,.,.
CCc1c(C)c2ccc(OCC(=O)N(C)C)c(C)c2oc1=O,-7%,4%,16%,-2%,7%,5%,-2%
CSc1cc(C)n(-c2ccccc2C)c(=S)c1C(C)=O,0%,4%,-1%,23%,8%,-5%,?
C=CCNC(=O)COC(=O)c1cc(S(=O)(=O)N2CCCCC2)ccc1Cl,6%,-6%,-6%,-15%,0%,6%[46 µM],-1%
CCCCCSc1nnc(C)c(=O)[nH]1,5%,-6%,14%,-18%,9%,9%,0%
COC(=O)c1ccc(-c2noc(CN(C)Cc3ccncc3C)n2)cc1,3%,8%,4%[9.22 µM],-12%[10 µM],7%,.,-6%
CCOc1ccc(S(=O)(=O)N2CCCC2)cc1,1%,10%,4%,9%,0%,-9%,-3%
CN(CCc1ccccn1)C(=O)c1ccc(OC(F)(F)F)cc1,-1%,10%,-16%,-24%,2%,.,-5%
O=C(/C=C/c1cccc([N+](=O)[O-])c1)NCc1cccnc1,-2%,1%,7%,16%,3%,10%[0.0737 µM],4%
COC(C)(C)[C@H](O)COc1c2ccoc2cc2oc(=O)ccc12,-1%,0%[2.36 µM],7%,.,3%,4%,12%
Oc1ccc(N2CCN(c3nnnn3-c3ccccc3)CC2)cc1,-19%,-15%,-10%,-60%[inhibitor],4µM*,?,-1%
COC(=O)/C(=C/c1ccc(F)cc1)NC(C)=O,-6%,-1%,?,-1%[10 µM],7%,-5%,2%
Cc1oc2ccc(NS(=O)(=O)c3ccc(C(C)(C)C)cc3)cc2c1C(=O)Nc1ccccc1,-4%,3%,4%,5%,-23%,-11%[0.0737 µM],5%

# Bioassay records from PubChem BioAssay.
